# POLI inh: blocks human DNA polymerase iota activity; Q9UNA4; Pol iota fluorescent replication assay, 10 min; Potency, µM (series often up to 115 µM), for the others: at the highest dose activity, negative = inhibition, hits mostly inhibitors; 390,000 tested, 1% active; AID 588590
#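 Pol iota at 10 nM preincubated 15 min with compounds at room temperature; reaction started with fluorescent substrate, 50 nM final. Fluorescence read kinetically at 0 and 10 min; buffer-only wells as negative control.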
# Pol eta inh: blocks human DNA polymerase eta activity. Q9Y253. recombinant Pol eta, fluorescent DNA replication assay. Potency, µM (doses to about 114 µM), inactives show top-dose activity change, negative = inhibition, hits mostly inhibitors. 390,000 tested, 1.2% active. AID 588591; note: % is set by controls: 0 for no effect and ±100 for the full control effect
# Target sequence (Q9Y253 whole entry, looked up): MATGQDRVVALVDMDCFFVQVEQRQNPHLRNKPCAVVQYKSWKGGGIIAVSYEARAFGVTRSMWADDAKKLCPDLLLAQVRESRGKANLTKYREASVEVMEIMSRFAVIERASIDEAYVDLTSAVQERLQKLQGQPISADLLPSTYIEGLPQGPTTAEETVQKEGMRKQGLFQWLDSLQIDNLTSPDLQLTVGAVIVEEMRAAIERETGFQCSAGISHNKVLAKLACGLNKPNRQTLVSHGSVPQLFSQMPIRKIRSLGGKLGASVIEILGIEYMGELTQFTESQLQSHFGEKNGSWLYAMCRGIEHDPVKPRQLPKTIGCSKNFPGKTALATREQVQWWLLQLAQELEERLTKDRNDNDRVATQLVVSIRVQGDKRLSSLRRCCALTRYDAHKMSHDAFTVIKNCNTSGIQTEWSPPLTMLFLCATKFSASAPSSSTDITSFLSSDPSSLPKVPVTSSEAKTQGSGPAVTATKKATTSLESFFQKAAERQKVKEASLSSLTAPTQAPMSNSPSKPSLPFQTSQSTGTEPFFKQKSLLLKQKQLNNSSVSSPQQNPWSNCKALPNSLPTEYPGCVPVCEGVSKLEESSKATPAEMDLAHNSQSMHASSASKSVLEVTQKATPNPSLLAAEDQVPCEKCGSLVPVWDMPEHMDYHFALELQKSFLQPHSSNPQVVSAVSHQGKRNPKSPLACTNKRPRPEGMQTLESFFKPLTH
#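 Pol eta at 10 nM preincubated with compounds 15 min at room temperature; reaction started with fluorescent substrate (50 nM final) and read kinetically at 0 and 10 min.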
# BAZ2B inh: inhibitors of human BAZ2B bromodomain | Q9UIF8 | AlphaScreen BAZ2B-H3K14Ac peptide displacement | Potency, µM (top dose mostly 114 µM), for the others: at the highest dose activity change, negative = inhibition, hits mostly inhibitors | 360,000 tested, 4.4% active; note: % is set by controls: 0 for no effect and ±100 for the full control effect; nearly all actives have a fitted effect of over 60% in size
#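 Multi-concentration screen (max 110 uM) measuring displacement of acetylated histone H3 peptide from BAZ2B by AlphaScreen, using 50 nM protein, 50 nM peptide and 10 ug/mL streptavidin donor plus Ni-chelate acceptor beads.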
# BLM inh: inhibitors of human Bloom syndrome helicase BLM | P54132 | Potency, µM (top dose mostly 56.1 µM), for inactives: at the top dose activity change, negative = inhibition, actives largely listed as inhibitors | 350,000 tested, 0.2% active | AID 2528 | recombinant BLM DNA unwinding, fluorescence dequenching;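 note: plate controls were vehicle for no effect and no enzyme for full effect; nearly all actives have a fitted effect of over 35% in size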
# Pol kappa inh: inhibitors of human DNA polymerase kappa; Potency, µM (titrated, usually from 107 µM), without a hit: at the top dose activity, negative = inhibition, usual class: inhibitors; Q9UBT6; purified Pol kappa, fluorescent DNA synthesis assay, 10 min; AID 588579; 400,000 tested, 0.53% active; note: % is set by controls: 0 for no effect and ±100 for the full control effect
#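 Fluorescent qHTS in 1536-well format: enzyme (10 nM) and compound sat 15 min at room temperature before 50 nM substrate (final) was added. Signal taken at 0 and 10 min; no-enzyme buffer wells were negative controls.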
# G9a block: blocks human histone lysine methyltransferase G9a. Q96KQ7. G9a H3K9 monomethylation, AlphaScreen, 2 h. Potency, µM (doses to about 102 µM), inactives show top-dose activity, negative = inhibition, hits mostly inhibitors. 350,000 tested, 8.8% active; note: % is set by controls: 0 for no effect and ±100 for the full control effect; nearly all actives have a fitted effect of over 75% in size
#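 AlphaScreen detection with an anti-monomethyl H3K9 antibody quantified product after a 2 h room-temperature reaction containing 500 nM biotinylated H3K9 peptide, 20 µM SAM and 20 nM enzyme, which had been preincubated 15 min with compound.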
# APEX1 inh: inhibitors of human APE1 endonuclease; 350,000 tested, 0.35% active; recombinant APE1, TAMRA/BHQ-2 abasic DNA cleavage fluorescence; P27695; AID 2517; Potency, µM (doses to about 65.8 µM), inactives show top-dose activity change, negative = inhibition, hits mostly inhibitors;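 note: plate controls were vehicle for no effect and reference inhibitor for full effect; nearly all actives have a fitted effect of over 55% in size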
#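 Incision of a quenched TAMRA/BHQ-2 THF abasic-site duplex (50 nM) by 0.75 nM APE1, after 15 min compound preincubation, measured as fluorescence increase over three 60 s reads. Values normalized to buffer, DMSO and NSC13755 control wells.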
# POLB inh: blocks human DNA polymerase beta activity. Pol beta primer extension/strand displacement, fluorescence kinetic. Potency, µM (titrated, usually from 114 µM), for inactives: at the highest dose activity change, negative = inhibition, most hits filed as inhibitors. AID 485314. 340,000 tested, 1.3% active. P06746; note: % is set by controls: 0 for no effect and ±100 for the full control effect
#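 Pol beta (10 nM) was preincubated with compound for 15 min at room temperature. The reaction was then started with 50 nM substrate and read immediately and after a further 10 min at room temperature.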
# Apoferritin bind: binds horse apoferritin like a general anesthetic | P02791 | apoferritin/1-aminoanthracene competitive binding, fluorescence | Potency, µM (titrated, usually from 77.5 µM), for the others: at the highest dose activity change, negative = displacement, most hits filed as inhibitors | 350,000 tested, 0.074% active | AID 485281; note: % is set by controls: 0 for no effect and ±100 for the full control effect; nearly all actives have a fitted effect of over 20% in size
# Target sequence (P02791 2-175 limits assumed): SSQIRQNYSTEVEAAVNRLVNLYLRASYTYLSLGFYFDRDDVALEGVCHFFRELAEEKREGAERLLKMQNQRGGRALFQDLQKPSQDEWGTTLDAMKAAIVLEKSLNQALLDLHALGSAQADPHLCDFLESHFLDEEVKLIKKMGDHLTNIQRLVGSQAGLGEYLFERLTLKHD
#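 Horse-spleen apoferritin (10 uM) in 50% saturated 1-aminoanthracene in PBS was incubated 10 min at room temperature with compound. Fluorescence (ex 380, em 535 nm) was normalized to free and bound 1-AMA, with concentration-response fitted by a four-parameter Hill equation.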
# Active calls of the source: *; ? = inconclusive; . = not tested or not shown; & = joins results of further samples; [ ] = another dose, or the depositor's remark. Calls come from the whole dose curve; as a rule, active = well fitted curve in the direction sought with a large enough effect; inconclusive = small, poorly fitted or top-dose-only effect, or another doubt; inactive = no such curve, though single readings can be large; an effect the other way counts as inactive or inconclusive. Potency is the fitted concentration of half-maximal effect. Some of the compounds tested; rates above refer to the full screens.
1: C=CCOc1c(CNn2cn[nH]c2=S)cccc1OC
2: COC(=O)[C@H](CC(C)C)NC(=O)N1CCCCC1C (stereo partly specified)
3: COc1cc(-c2nc(SCC(=O)Nc3ccc4c(c3)OCO4)c(-c3ccccc3)[nH]2)cc(OC)c1OC
4: Cc1cc(C(=O)NNC(=O)c2cccs2)nn1C(C)(C)C
5: Cc1nnc(Cn2cnc3c2c(=O)n(C)c(=O)n3C)o1
6: CCN(CC)C(=O)[C@H]1CC(CC(=O)NCCc2ccccn2)C(=O)N2CCc3c([nH]c4ccccc34)[C@]12C (stereo partly specified)
7: COc1cccc(NC(=O)Nc2ccccc2Br)c1
8: Cc1nn(C(C)C(=O)NCCCN(Cc2ccccc2)C(C)C)c(=O)c2c1sc1ccccc12 (stereo unspecified)
entry no.	1	2	3	4	5	6	7	8
POLI inh	54%[activator]	?	?	-28%	95%[activator]	-28%	26%	16%
Pol eta inh	-5%	-7%	-12%	6%	-21%	-10%	-18%	-4%
BAZ2B inh	-9%	1%	?	-4%	6%	.	35%	-9%
BLM inh	-3%	1%	-13%	-2%	-1%	.	3%	-9%
Pol kappa inh	-17%	-4%	-18%	-3%	5%	-8%	-13%	-7%
G9a block	20µM*	-2%	11µM*	23%	1%	.	5%	-13%
APEX1 inh	0%	-1%	.	16%	20%	3%	?	21%
POLB inh	3%	0%	0%	20%	46%	.	4%	32%
Apoferritin bind	-8%	4%	-3%	-5%	0%	.	-8%	-8%

9: CCOc1ccc(OCCCC(=O)N(C)CC(=O)Nc2ccc(N3CCOCC3)cc2)cc1
10: Cc1cc(C(=O)CCC(=O)NCC2COc3ccccc3O2)c(C)s1 (stereo unspecified)
11: Cc1c(C(=O)OCC(=O)N(C)c2ccccc2)oc2ccccc12
12: O=C(Cn1ccc([N+](=O)[O-])n1)NCC1CCCO1 (stereo unspecified)
13: CCn1c(=O)n(CC(=O)NCC2CCCO2)c(=O)c2c3c(sc21)CCCC3 (stereo unspecified)
14: Cc1ccc2[nH]cc(CCNC(=O)/C=C/c3ccco3)c2c1
15: NC(=O)COC(=O)c1cccc(S(=O)(=O)N2CCCc3ccccc32)c1
16: Fc1cc(Br)ccc1NC(=S)Nc1ccccc1
entry no.	9	10	11	12	13	14	15	16
POLI inh	18%	24%	6%	-5%	27%	30%	4%	21%
Pol eta inh	-2%	?	?	-6%	-6%	-14%	-11%	-12%
BAZ2B inh	-5%	3%	2%	-4%	-3%	?	-18%	2%
BLM inh	.	.	-2%	1%	0%	-3%	-1%	2%
Pol kappa inh	-19%	-1%	-10%	4%	4%	-2%	7%	-1%
G9a block	35µM*	11%[0.501 µM]	61%[activator]	23%	-10%	?	8%	1%[59 µM]
APEX1 inh	6%	18%	36%	8%	21%	?	?	2%
POLB inh	.	.	13%	0%	44%[activator]	6%	3%	2%
Apoferritin bind	.	.	?	-12%	-3%	6%	-8%	-7%

17: Cc1ccccc1OCC(O)Cn1c(=N)n(CCN2CCOCC2)c2ccccc21 (stereo unspecified)
18: Cc1ccc(NC(=O)Nc2ccc([N+](=O)[O-])cc2)nc1
19: CCOC(=O)N1CCN(C(=O)CN(c2ccc(OCC)cc2)S(C)(=O)=O)CC1
20: CC(=O)N(NC(=O)c1ccc(C)cc1)C1CC(=O)N(c2ccccc2Cl)C1=O (stereo unspecified)
21: Nc1c(C(=O)Nc2ccc3c(c2)OCCO3)nnn1Cc1ccc(Br)cc1
22: CC1CCC/C(=N\NC(=O)COc2ccccc2Cl)C1 (stereo unspecified)
23: CC(C)Nc1nc(NC(C)C)nc(C(=O)OCCO)n1
24: CC(C)CCN1CCN(CC(c2ccccc2)c2ccccc2)CC1CCO (stereo unspecified)
entry no.	17	18	19	20	21	22	23	24
POLI inh	2%&-19%	92%[activator]	7%	12%	47%[activator]	30%	4%	74%[activator]
Pol eta inh	-10%&3%	-10%	-5%	-10%	-13%	-20%	-6%	-12%
BAZ2B inh	0%&-35%	-10%	9%	6%	10%	-5%	35µM*	-14%
BLM inh	0%&32%	-5%	-3%	0%	.	0%	-6%	-2%
Pol kappa inh	-9%&5%	-6%	2%	4%	1%	-1%[60.1 µM]	-17%	9%
G9a block	-16%[12.7 µM]	5%	-1%[59 µM]	13%[59 µM]	4%	37%[59 µM]	?	.
APEX1 inh	20%&-1%	5%	6%	1%	8%	1%	7%	16%
POLB inh	-17%&23%	14%	13%	-21%	.	-23%	36%	9%
Apoferritin bind	-7%&-10%	-5%	-9%	1%	.	-3%	-9%	-14%

25: Cc1nnc(NC(=O)CSc2nnc(C)c(=O)n2N)s1
26: O=c1ccc2cc(S(=O)(=O)NCc3ccc(Br)cc3)ccc2[nH]1
27: COc1cccc(-n2c(SCc3cc(=O)oc4cc(O)c(O)cc34)nc3ccccc3c2=O)c1
28: N#Cc1ccc(OCC(=O)OCC(=O)Nc2sccc2C(N)=O)cc1
29: O=C(COc1ccccc1Cl)Nc1ccc(Cl)cn1
30: COc1ccc(NC(=O)n2ncc3cc(Cl)ccc32)cc1OC
31: CCOC(=O)C1CCCN(C(=O)CN2C(=O)c3ccccc3S2(=O)=O)C1 (stereo unspecified)
32: CC1Cc2ccccc2N1C(=O)CSc1nnc(N)s1 (stereo unspecified)
entry no.	25	26	27	28	29	30	31	32
POLI inh	16%	-25%	7.9µM*	-17%	-6%	-5%	-6%	21%
Pol eta inh	-9%	-5%	3.2µM*	-15%	-3%	-14%	-9%	-22%
BAZ2B inh	-10%	0%	35µM*	9%	-3%	-32%	.	-17%
BLM inh	1%	-1%	10µM*	.	-4%	-4%	.	-2%
Pol kappa inh	-8%	-3%[60.1 µM]	32µM*	-1%	-4%	2%	-5%	-11%
G9a block	.	12%[59 µM]	?	10%[12.7 µM]	3%[59 µM]	-28%	.	24%
APEX1 inh	-11%	.	10µM*	-3%	13%	13%	29%	54%
POLB inh	9%	1%	3.2µM*	.	33%	5%	.	-5%
Apoferritin bind	-4%	-6%	-4%	.	-17%	-10%	.	?

33: CCOc1ccccc1NC(=O)CSc1nc2ccccc2nc1Cc1ccc(C)cc1
34: On1nnc2ccccc21
35: CC(=O)Nc1ccc(NC(=O)C2CCCN2C(=O)Nc2ccc(F)cc2)cc1 (stereo unspecified)
36: O=C(NC1CCCC1)c1cccc(Cn2cc([N+](=O)[O-])cn2)c1
37: Cc1nc(C(C)NC(=O)CCc2nnc(-c3ccsc3)o2)cs1 (stereo unspecified)
38: COc1ccccc1NS(=O)(=O)c1cc(NC(=O)C(C)(C)C)ccc1N1CCOCC1
39: CCN1CCN(c2oc(/C=C/c3ccccc3OC)nc2C#N)CC1
40: Oc1ccccc1-c1nc(NC2CCCC2)c2ccccc2n1
entry no.	33	34	35	36	37	38	39	40
POLI inh	14%	37%[activator]	44%[activator]	-2%	?	24%	6%	22%
Pol eta inh	-26%	-28%	-6%	-6%	-4%	-17%	-16%	-9%
BAZ2B inh	-9%	1%	-2%	4%	-2%	4%	-39%	35%[activator]
BLM inh	-5%	2%	-2%	-11%	0%	.	-2%	-3%
Pol kappa inh	-7%[60.1 µM]	-1%	0%	-16%	2%	-3%	-19%	9%
G9a block	43%[activator][59 µM]	6%	4%	7%[59 µM]	12%	7%[0.501 µM]	-30%[59 µM]	-23%[2.33 µM]
APEX1 inh	.	-2%	1%	7%	6%	17%	.	8%
POLB inh	-1%	?	34%	-7%	-30%	.	8%	2%
Apoferritin bind	2%	-3%	3%	-11%	-6%	.	203%[activator]	-13%

41: CCn1cc(C(=O)N[C@@H](CCSC)C(=O)NCCCN2CCOCC2)c(=O)c2cc3c(cc21)OCO3
42: CC1CCN(c2ncnc3nc[nH]c23)CC1
43: CCCCN(C(=O)c1ccc(S(=O)(=O)N2CCC(C)CC2)cc1)C1CCS(=O)(=O)C1 (stereo unspecified)
44: CN(C)CCNC(=S)Nc1ccc(Cl)cc1Cl
45: O=C(c1cc2ccccc2s1)N1CCN(c2ccccn2)CC1
46: C/C=C(/C)C(=O)O[C@H]1[C@@H](O)c2c(ccc3ccc(=O)oc23)OC1(C)C
47: C[C@H]1C(=O)N(C)CCN1C(=O)c1cccc(OC2CCN(CC(C)(C)C)CC2)c1
48: CC1(C)CC(=O)c2c(Cc3ccccc3)n[nH]c2C1
entry no.	41	42	43	44	45	46	47	48
POLI inh	13%	?	51%[activator]	20%	30%	10%	29%	9%
Pol eta inh	-8%	-7%	-6%	-22%	-11%	-12%	3%	-14%
BAZ2B inh	-16%	14%	7%	10%	-22%	2%	-1%	-19%
BLM inh	3%	-1%	.	4%	-4%	3%	-1%	-1%
Pol kappa inh	13%	3%	0%	-4%	-2%	9%	-7%	-2%
G9a block	-6%	14%[59 µM]	-1%	-8%[59 µM]	26%	-9%	-12%	10%
APEX1 inh	35%	27%	1%	0%	45%[activator]	0%	19%	-4%
POLB inh	-2%	15%	.	32%	-9%	4%	1%	-1%
Apoferritin bind	-12%	-8%	.	6%	-17%	-2%	2%	?

# As entered above.
# O=C(c1cc2ccccc2s1)N1CCN(c2ccccn2)CC1 in POLB inh is entered as -9%
# CCn1cc(C(=O)N[C@@H](CCSC)C(=O)NCCCN2CCOCC2)c(=O)c2cc3c(cc21)OCO3 in BAZ2B inh is entered as -16%

# 2 compounds from above, limited to Apoferritin bind and POLI inh:
cpd	SMILES	Apoferritin bind	POLI inh
44	CN(C)CCNC(=S)Nc1ccc(Cl)cc1Cl	6%	20%
45	O=C(c1cc2ccccc2s1)N1CCN(c2ccccn2)CC1	-17%	30%

# The list goes on.
49: COc1ccc2nc(NC(=O)CN3CCOCC3)sc2c1
50: O=c1c2ccccc2oc2ccc(-c3ccc4cc[nH]c4c3)cc12
51: COc1ccccc1C1NC=C([N+](=O)[O-])C=C1[N+](=O)[O-] (stereo unspecified)
52: CCS(=O)(=O)N1CCc2cc(C(=O)Nc3ccc(C)c(Cl)c3)ccc21
entry no.	49	50	51	52
POLI inh	12%	-12%	18%	0%
Pol eta inh	-7%	-9%	-3%	-18%
BAZ2B inh	-2%	.	45µM*	-28%
BLM inh	-8%	.	-6%	-1%
Pol kappa inh	-11%	5%	-17%	-2%
G9a block	?	.	3.5µM*	?
APEX1 inh	-1%	8%	-4%	.
POLB inh	-1%	.	-1%	1%
Apoferritin bind	-10%	.	-7%	-10%
